RGS12 GoLoco inh – blocks human Gai1 binding to RGS12 GoLoco peptide, red readout. P63096. Gai1:RGS12 GoLoco peptide FP, rhodamine, 10 min. Potency, µM (highest dose often 61.6 µM), inactives show at the top dose activity, negative = inhibition, usual class: inhibitors. actives 0.44% (n = 230,000). AID 880; active = well fitted inhibition curve with a large enough effect, not every such curve was filed as active; inactive = no such curve, though single readings can be large or run the other way; note: nearly all actives have a fitted effect of over 30% in size; many of its hits are not listed in these tables
TR SRC2 fluor cs – Texas Red fluorescence interference in TRb-SRC2 counter-screen; TRb/SRC2 Texas Red total fluorescence interference; actives 0.29% (n = 280,000); Potency, µM (titrated, usually from 106 µM), for inactives: at the top dose fluorescence change, negative = quenching; active = well fitted curve in either direction with a large enough effect; inconclusive = small, poorly fitted or top-dose-only effect
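Human TRb ligand-binding domain at 0.6 uM with 20 nM Texas Red SRC2 peptide in Tris buffer containing 1 uM T3 and 5% DMSO, incubated with compound 5 h at ambient temperature. Total fluorescence (555/632 nm) calculated as parallel + 2 × perpendicular.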
Tau fibril FP – inhibitors of human tau fibril formation. P10636. K18 P301L tau heparin fibrillization, Alexa594 FP, 6 h. Potency, µM (titrated, usually from 57.7 µM), for inactives: at the highest dose activity, negative = inhibition, most hits filed as inhibitors. actives 0.39% (n = 280,000); note: nearly all actives have a fitted effect of over 55% in size
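Read-out: fluorescence polarization of Alexa 594-labeled tau (0.24 uM), 555 nm excitation, 632 nm emission. Mixtures held 15 uM unlabeled K18 P301L, compound and 20 uM heparin, pH 7 acetate buffer, incubated 6 hr at 37 C.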
RECQ1 inh – RECQ1 (human) helicase inhibition; P46063; RECQ1 DNA unwinding, red fluorescence kinetic read; Potency, µM (titrated, usually from 57.3 µM), for inactives: at the highest dose activity, negative = inhibition, most hits filed as inhibitors; actives 0.54% (n = 240,000); AID 2549;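 note: plate controls were vehicle for no effect and no enzyme for full effect; nearly all actives have a fitted effect of over 30% in size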
Target sequence (P46063 whole entry, looked up): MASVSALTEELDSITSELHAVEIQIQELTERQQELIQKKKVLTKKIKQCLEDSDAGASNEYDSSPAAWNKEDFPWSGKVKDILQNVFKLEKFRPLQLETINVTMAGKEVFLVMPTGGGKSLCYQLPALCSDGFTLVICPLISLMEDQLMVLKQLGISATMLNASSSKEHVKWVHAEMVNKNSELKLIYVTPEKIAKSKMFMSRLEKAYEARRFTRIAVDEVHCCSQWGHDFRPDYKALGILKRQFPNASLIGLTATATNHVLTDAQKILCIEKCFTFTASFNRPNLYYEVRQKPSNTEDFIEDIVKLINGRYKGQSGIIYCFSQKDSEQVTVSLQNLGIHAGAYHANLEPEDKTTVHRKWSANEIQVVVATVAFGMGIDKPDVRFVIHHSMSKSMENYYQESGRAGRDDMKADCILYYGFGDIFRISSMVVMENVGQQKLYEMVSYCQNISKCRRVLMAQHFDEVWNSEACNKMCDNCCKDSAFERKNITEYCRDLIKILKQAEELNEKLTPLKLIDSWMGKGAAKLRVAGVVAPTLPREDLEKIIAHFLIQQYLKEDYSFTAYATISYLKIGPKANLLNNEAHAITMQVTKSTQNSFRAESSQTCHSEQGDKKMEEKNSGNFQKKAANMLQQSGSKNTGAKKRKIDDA
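RECQ1T1 50 nM; forked duplex (20 bp + 30-nt ss tails) 200 nM, ATP 2 mM final; pH 8.0, 2 mM MgCl2, 2.5 ug/ml poly(dI-dC); 15 min compound preincubation; discontinuous kinetic read over 2 h at RT.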
KDM4E inh – blocks human JMJD2E demethylase activity | B2RXH2 | AID 2147 | JMJD2E catalytic domain, FDH-coupled NADH fluorescence (FDH is formaldehyde dehydrogenase) | actives 1.6% (n = 230,000) | Potency, µM (doses to about 57.1 µM), for the others: at the top dose activity change, negative = inhibition, most hits filed as inhibitors; active = well fitted inhibition curve with a large enough effect, not every such curve was filed as active; inconclusive = small, poorly fitted or top-dose-only effect, or another doubt; inactive = no such curve, though single readings can be large or run the other way;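 note: 0% = wells with enzyme and -100% = buffer wells without enzyme; nearly all actives have a fitted effect of over 50% in size; many of its hits are not listed in these tables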
Target sequence (B2RXH2 1-337 limits assumed): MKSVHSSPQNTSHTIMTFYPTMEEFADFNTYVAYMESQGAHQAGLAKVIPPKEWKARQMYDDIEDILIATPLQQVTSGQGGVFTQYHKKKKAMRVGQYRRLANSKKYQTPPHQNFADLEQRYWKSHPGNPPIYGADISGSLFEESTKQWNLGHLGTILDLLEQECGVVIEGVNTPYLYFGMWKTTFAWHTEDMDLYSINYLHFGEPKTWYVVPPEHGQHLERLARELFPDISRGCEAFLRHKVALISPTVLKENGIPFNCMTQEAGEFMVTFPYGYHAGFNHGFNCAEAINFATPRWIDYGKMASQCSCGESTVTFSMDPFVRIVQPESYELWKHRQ
TRb-SRC2 inh – TRbeta-SRC2 interaction inhibition | P10828 | TRbeta-SRC2 peptide binding, fluorescence polarization; receptor liganded with 1 µM T3 | Potency, µM (series often up to 106 µM), for inactives: at the highest dose activity change, negative = inhibition, hits mostly inhibitors | actives 0.065% (n = 280,000) | AID 1469;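 note: plate controls were bound peptide for no effect and peptide without receptor for full effect; nearly all actives have a fitted effect of over 50% in size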
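Read-out is fluorescence polarization (555 nm excitation, 632 nm emission) of a Texas Red SRC2 coactivator peptide; loss of signal reflects blocked binding to human TRb ligand-binding domain in the presence of 1 uM T3.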
Tau fibril ThT – inhibitors of human tau fibril formation, thioflavin T binding; actives 2.1% (n = 270,000); Potency, µM (doses to about 57.4 µM), for inactives: at the highest dose activity, negative = inhibition, hits mostly inhibitors; recombinant tau K18 P301L (four-repeat tau fragment), heparin-induced fibrillization, ThT fluorescence; note: nearly all actives have a fitted effect of over 55% in size
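Recombinant human tau K18 fragment […] carrying P301L, 15 uM unlabeled plus 0.24 uM Alexa 594-labeled, was fibrillized with 20 uM heparin in 100 mM sodium acetate pH 7 for 6 hr at 37 C; 30 uM ThT fluorescence read after 1 hr.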
L3MBTL1 inh – blocks human L3MBTL1; Q9Y468; AlphaScreen L3MBTL1–H3K9me1 peptide binding; Potency, µM (series often up to 57.1 µM), without a hit: at the top dose activity, negative = inhibition, actives largely listed as inhibitors; actives 0.66% (n = 230,000); AID 485360; note: nearly all actives have a fitted effect of over 60% in size
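First, the protein-peptide complex forms for 30 min at room temperature (L3MBTL1 50 nM, biotinylated H3K9me1 peptide 75 nM). Next, compounds are pin-transferred and incubated 30 min. Finally, AlphaScreen beads are added and read after 30 min.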
The depositor's hits bear a star; i = inactive; ? = inconclusive; / = no result given; [ ] = remark or other dose. Unless noted, calls come from the whole dose curve; as a rule, active = well fitted curve in the direction sought with a large enough effect; inconclusive = small, poorly fitted or top-dose-only effect, or another doubt; inactive = no such curve, though single readings can be large; an effect the other way counts as inactive or inconclusive. Unless noted, % is set by controls: 0 for no effect and ±100 for the full control effect; potency is the fitted concentration of half-maximal effect.

canonical_smiles	RGS12 GoLoco inh	TR SRC2 fluor cs	Tau fibril FP	RECQ1 inh	KDM4E inh	TRb-SRC2 inh	Tau fibril ThT	L3MBTL1 inh
O=C(NCCCNC(=O)c1ccco1)c1ccco1	/	2%	2%	-5%	-7%	7%	-10%	-9%
COc1ccc(-c2cc(-c3ccccc3)nc3c2COc2ccc(F)cc2-3)cc1	/	?	?	/	/	2%	-2%	/
O=C(NNC(=S)NC(=O)c1cn(-c2ccccc2)nc1-c1ccccc1)c1ccncc1	-2%	-24%	7%	-14%	14µM*	30%	?	/
C/C=C/C1=Cc2ccccc2C(C(C(=O)OC)C(=O)OC)N1C(=O)OC (stereo not given)	-1%	-1%	-2%	-8%	-10%	4%	-1%	/
Cc1ccc(NS(=O)(=O)c2ccc3nc(-c4ccccc4)[nH]c3c2)c(Br)c1	/	0%	?	/	/	4%	8%	/
Cc1nnc(SCC(=O)Nc2ncc3c(n2)CC(c2ccccc2)CC3=O)s1 (stereo not given)	4%	0%	4%	i	4%	-7%	-9%	/
CCOC(=O)N1CCC(NC(=O)CSc2cc(=O)n(CC)c3ccccc23)CC1	6%	2%	-3%	i	?	5%	-10%	11%
CCCCNC(=O)c1onc(CSc2cccc(C)c2)c1C(=O)O	-11%	-3%	-13%	6%	8%	2%	3%	4%
O=C(c1ccco1)N1CCN(C(=O)c2cnn3c2NC(c2cccs2)CC3C(F)(F)F)CC1 (stereo not given)	5%	-1%	5%	-4%	-2%	0%	-11%	-3%
COC(=O)c1ccc(CNC(=O)COC(=O)CCC2CCCC2)cc1	-4%	1%	20%	-1%	2%	-3%	13%	6%
O=C(CSCc1ccc(Cl)cc1)N/N=C/c1ccccc1	-7%	1%	-9%	-6%	4%	-16%	-11%	/
COc1cccc(C(=O)CSc2nnc(CNS(C)(=O)=O)n2-c2ccc(C)cc2)c1	-4%	0%	-3%	-1%	-19%	-3%	-17%	-2%
COc1cc2c(c(OC)c1OC)-c1ccc(OC)c(=O)cc1[C@H](NC(C)=O)CC2	4%	1%	1%	-2%	4%	-3%	-4%	/
C=CCn1c2ccccc2c2nnc(SCc3[nH]c(=O)[nH]c3C(=O)CCCCC(=O)OCC)nc21	34%[activator]	-1%	-6%	-1%	-3%	1%	5%	-33%
CCN(CC)CCn1c(=N)n(CC(O)c2ccc(OC)c(OC)c2)c2ccccc21 (stereo not given)	5%	-2%	4%	i	-4%	-2%	2%	2%
CCSc1ccc(-c2nn(-c3ccccc3)cc2/C=C(/C#N)C(=O)NCCCOC)cc1	6%	-4%	-4%	-1%	?	7%	2%	2%
COc1ccc(NC(=O)c2ccccc2O)c(OC)c1	-4%	-19%	11%	-13%	-15%	5%	?	/
O=C(O)C/C(=C\c1ccc(N2CCOCC2)c([N+](=O)[O-])c1)c1nc2ccccc2s1	13%	-4%	-2%	-20%	-8%	-1%	14µM*	-8%
O=[N+]([O-])c1nn(-c2ccc3c(c2)OCCO3)n(O)c1=NC1CCCC1	140%[activator]	2%	-10%	-11%	0%	-3%	-7%	/
CC1=CCC2C(=O)N(Cc3ccccc3)C(=O)C2C1 (stereo not given)	7%	-9%	4%	i	-5%	-8%	7%	/
Cc1ccc(C(OCC(C)(C)C[N+](C)(C)C)c2ccccc2)cc1 (stereo not given)	8.9µM*	1%	-2%	-9%	4%	-5%	-12%	/
COc1ccc(-c2nnc(NC(=O)C(C)C)s2)c(OC)c1	-3%	-2%	-1%	5%	0%	-10%	-2%	/
COc1ccc(C)cc1NC(=O)c1nnn(Cc2cc(C)ccc2C)c1N	19%	0%	?	-2%	133%[activator]	5%	7%	-2%
COc1ccc(CCNc2nc(SCc3cccc(Cl)c3)nc3ccccc23)cc1OC	/	-1%	-6%	/	/	6%	0%	/

Taken from the results shown, 2 compounds:
canonical_smiles	RGS12 GoLoco inh	TR SRC2 fluor cs	Tau fibril FP	RECQ1 inh	KDM4E inh	TRb-SRC2 inh	Tau fibril ThT	L3MBTL1 inh
COc1ccc(C)cc1NC(=O)c1nnn(Cc2cc(C)ccc2C)c1N	19%	0%	?	-2%	133%[activator]	5%	7%	-2%
COc1ccc(CCNc2nc(SCc3cccc(Cl)c3)nc3ccccc23)cc1OC	/	-1%	-6%	/	/	6%	0%	/

Further compounds.
Order of results – RGS12 GoLoco inh, TR SRC2 fluor cs, Tau fibril FP, RECQ1 inh, KDM4E inh, TRb-SRC2 inh, Tau fibril ThT, L3MBTL1 inh
COc1ccc(-c2nnc(SCC(=O)Nc3cc(C)on3)n2C)cc1OC
  2%, 1%, 1%, -1%, -1%, 4%, -16%, 3%
Cc1nc(N=Nc2ccc(O)cc2)n[nH]1
  -16%, -2%, -7%, -6%, -5%, 0%, -14%, /
CN(C)C(=O)CSc1nnc([C@H](Cc2c[nH]c3ccccc23)NC(=O)OC(C)(C)C)o1
  8%, 0%, 14%, -3%, 0%, 0%, -1%, -1%
O=C(CCCN1C(=O)/C(=C/c2cccs2)SC1=S)Nc1ccc(O)c(C(=O)O)c1
  -2%, -4%, 0%, -1%, 4%, 1%, 8.9µM*, -4%
CC(Oc1ccc2c(=O)c(-c3ccc(Cl)cc3)c(C(F)(F)F)oc2c1)C(=O)O (stereo not given)
  -2%, -2%, 16%, -19%, 1%, -1%, /, /
Fc1ccccc1Cn1cnc(NC(=S)NCCc2ccccc2)n1
  -5%, -1%, 1%, i, 3%, -5%, 7%, ?
Cc1ccc(CSc2nc3cccnc3n2Cc2ccc(C(=O)NCCc3ccccc3)cc2)cc1
  /, 11%, -2%, /, /, -2%, 9%, /
Cc1cccc(C)c1NC(=O)c1ccc(CN2CCc3ccccc3C2)cc1
  -19%, -3%, -4%, -20%, 3%, -15%, -13%, 8%
Cc1ccnc(NS(=O)(=O)c2ccc(N=CC3=C(O)CC(C)(C)CC3=O)cc2)n1
  4%, 0%, -4%, ?, -5%, -15%, -13%, -5%
COc1ccc(-c2nc3c(C#N)c[nH]n3c2NC2CCCCC2)cc1
  /, 1%, 3%, /, /, -3%, 6%, /
Cc1ccc(NC(=O)Cn2c(=O)n(CCC(=O)N3CCc4ccccc4C3)c(=O)c3ccccc32)cc1
  /, -27%, -11%, /, /, -7%, 5%, /
O=C(O)Cc1cn(Cc2ccc(F)cc2)c2ccccc12
  1%, -3%, 4%, i, -11%, -4%, -3%, 3%
CC1CCN(c2ccc(C(=O)NCc3ccc4c(c3)OCO4)cc2[N+](=O)[O-])CC1
  4%, -2%, 9%, -4%, -5%, 6%, ?, -16%
CCCCCSc1nc2sc3c(c2c(=O)n1-c1ccc(OC)cc1)CCN(C(C)=O)C3
  /, 22µM*[quencher], -8%, /, /, ?, ?, /
O=C1CC(c2ccc(S(=O)(=O)NC3CC3)cc2)CN1 (stereo not given)
  9%, -3%, -9%, -6%, 5%, 5%, -5%, -4%
CC(C)(C)NS(=O)(=O)c1cc(C(=O)O)ccc1Cl
  -1%, -3%, 0%, i, -1%, 4%, 2%, 3%
Cc1ccccc1OCCN1C(=O)c2ccccc2C1=O
  11%, 1%, -11%, -14%, 3%, 0%, -9%, 29%
CC(C)CC(=O)N=C1SC2CS(=O)(=O)CC2N1Cc1ccccc1 (stereo not given)
  6%, -4%, 3%, -5%, 4%, -3%, -1%, 3%
Cn1c2ccc(CC(=O)O)cc2c2cc(CC(=O)O)ccc21
  9%, -4%, 6%, 3%, ?, 4%, ?, -17%
Fc1ccc(-c2cc(C(F)(F)F)nc(NCC3CCCO3)n2)cc1 (stereo not given)
  -2%, 2%, -7%, -3%, ?, 4%, -12%, 66%[activator]
CC1(C)CC(=O)C(N=Nc2cc3c(cc2[N+](=O)[O-])OCCO3)=C(O)C1
  -24%, -1%, 12%, i, -19%, 2%, ?, -8%
CCCCN(C(=O)c1cc2ccccc2o1)c1c(N)n(CCC)c(=O)[nH]c1=O
  -8%, 4%, -1%, -6%, 2%, -3%, -6%, 4%
CCOC(=O)c1cnc(-n2nc(C)cc2C)nc1Nc1ccc2c(c1)OCO2
  -1%, 1%, 8%, -5%, 2%, 12%, -5%, -2%
CC(=O)N1c2ccc(S(=O)(=O)NCCc3cccc(C)c3)cc2CC1C (stereo not given)
  /, -5%, -4%, /, /, 3%, -4%, /

Sorted by molar mass (low to high): some entries from above.
Order of results – RGS12 GoLoco inh, TR SRC2 fluor cs, Tau fibril FP, RECQ1 inh, KDM4E inh, TRb-SRC2 inh, Tau fibril ThT, L3MBTL1 inh
COc1ccc(-c2nc3c(C#N)c[nH]n3c2NC2CCCCC2)cc1
  /, 1%, 3%, /, /, -3%, 6%, /
C/C=C/C1=Cc2ccccc2C(C(C(=O)OC)C(=O)OC)N1C(=O)OC (stereo not given)
  -1%, -1%, -2%, -8%, -10%, 4%, -1%, /
Cc1ccnc(NS(=O)(=O)c2ccc(N=CC3=C(O)CC(C)(C)CC3=O)cc2)n1
  4%, 0%, -4%, ?, -5%, -15%, -13%, -5%
O=C(c1ccco1)N1CCN(C(=O)c2cnn3c2NC(c2cccs2)CC3C(F)(F)F)CC1 (stereo not given)
  5%, -1%, 5%, -4%, -2%, 0%, -11%, -3%
C=CCn1c2ccccc2c2nnc(SCc3[nH]c(=O)[nH]c3C(=O)CCCCC(=O)OCC)nc21
  34%[activator], -1%, -6%, -1%, -3%, 1%, 5%, -33%

Source: PubChem (National Center for Advancing Translational Sciences (NCATS))

Only part of the results is shown (hit frequency here may not be typical).
